SIAE primary – human SIAE inhibitors, primary screen, biochemical, fluorescence polarization, FP-Rh probe, 1536-well HTS. Sialate O-acetylesterase (Homo sapiens), Q9HAT2. SIAE FP-Rh probe binding. inhibition, % at 9.66 µM. 370,000 compounds, 0.69% hits. AID 1053197, 2014;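 active = inhibition above a cutoff: mean of compounds within the control limits plus 3 SD of those, cut at about 17% in these data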;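 also: 0% = plate median of compound wells and 100% = probe without SIAE protein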
DDE Tn6 FP inh – inhibitors of Tn6 peptide binding to fibrin DD(E), primary screen, biochemical, fluorescence polarization, human fibrin, Tn6 probe | Fibrin DD(E) TRITC-Tn6 fluorescence polarization displacement | AID 720509, 2013 | 370,000 compounds, 0.21% hits | inhibition, % at 8.3 µM | Fibrinogen beta chain (Homo sapiens), P02675;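 active = inhibition above a per-campaign cutoff: mean of compounds within control limits plus 3 SD, cut at about 15% in these data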;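 also: 0% = median of all compound wells on the plate and 100% = blocking peptide control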
Target sequence (P02675 whole entry, looked up): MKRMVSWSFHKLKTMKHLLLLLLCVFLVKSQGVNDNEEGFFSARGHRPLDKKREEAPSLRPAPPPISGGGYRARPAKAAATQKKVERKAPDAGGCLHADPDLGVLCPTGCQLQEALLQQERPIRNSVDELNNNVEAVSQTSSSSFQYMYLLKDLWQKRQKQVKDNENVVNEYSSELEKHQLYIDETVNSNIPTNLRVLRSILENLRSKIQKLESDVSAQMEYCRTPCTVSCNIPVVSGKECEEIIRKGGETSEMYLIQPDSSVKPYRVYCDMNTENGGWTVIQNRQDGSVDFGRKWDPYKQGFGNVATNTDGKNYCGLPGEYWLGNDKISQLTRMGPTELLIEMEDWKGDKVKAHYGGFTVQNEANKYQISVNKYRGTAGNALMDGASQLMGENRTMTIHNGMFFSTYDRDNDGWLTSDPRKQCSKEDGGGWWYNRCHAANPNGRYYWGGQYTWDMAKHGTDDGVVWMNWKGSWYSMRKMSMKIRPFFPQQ
ASAP1 inh – inhibitors of human ASAP1 ArfGAP activity, primary screen, biochemical, fluorescence polarization | ASAP1-stimulated ARF1 GTP hydrolysis, GDP FP detection | inhibition, % at 16.5 µM | 360,000 compounds, 0.19% hits | AID 624377, 2012; in the data active = inhibition above about 25%;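 also: 0% = vehicle with enzyme and substrate and 100% = no enzyme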
PLCg1 inh – PLC-gamma1 enzyme inhibitors, primary screen, biochemical, fluorescence, purified enzyme. 1-phosphatidylinositol 4,5-bisphosphate phosphodiesterase gamma-1 (Homo sapiens), P19174. fluorogenic substrate. inhibition, % at 12.2 µM. 370,000 compounds, 0.84% hits. AID 720700, 2013; in the data active = inhibition above about 9.5%
ADAM10 inh – human ADAM10 inhibitors, primary screen, biochemical, QFRET, HTS; inhibition, % at 7 µM; Disintegrin and metalloproteinase domain-containing protein 10 (Homo sapiens), O14672; recombinant ADAM10, EDANS/DABCYL FRET peptide cleavage, 3 h; 370,000 compounds, 0.62% hits; AID 720582, 2013;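 active = inhibition above a per-campaign cutoff equal to the mean of compounds falling between control-based bounds plus 3 SD, cut at about 20% in these data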;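 also: 0% = DMSO wells while the 100% control is not disclosed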
PLC-beta3 inh – human PLC-beta3 inhibitors, primary screen, biochemical, fluorescence. Purified PLC-beta3, fluorogenic substrate. AID 720704, 2013. 1-phosphatidylinositol 4,5-bisphosphate phosphodiesterase beta-3 (Homo sapiens), Q01970. 370,000 compounds, 0.18% hits. inhibition, % at 12.2 µM; in the data active = inhibition above about 11%;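 also: 0% = median of compound wells on plate and 100% = full blocker control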
TDP2 inh – human TDP2 enzyme inhibitors, primary screen, biochemical, epi absorbance, recombinant enzyme; Tyrosyl-DNA phosphodiesterase 2 (Homo sapiens), O95551; inhibition, % at 12.8 µM; 370,000 compounds, 0.34% hits; T5PNP hydrolysis, p-nitrophenol absorbance 415 nm;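 active = inhibition above the mean of all tested compounds plus 3 SD, set per campaign, cut at about 25% in these data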;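 also: 0% = DMSO with enzyme and 100% = buffer with substrate but no TDP2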
Target sequence (O95551 whole entry, looked up): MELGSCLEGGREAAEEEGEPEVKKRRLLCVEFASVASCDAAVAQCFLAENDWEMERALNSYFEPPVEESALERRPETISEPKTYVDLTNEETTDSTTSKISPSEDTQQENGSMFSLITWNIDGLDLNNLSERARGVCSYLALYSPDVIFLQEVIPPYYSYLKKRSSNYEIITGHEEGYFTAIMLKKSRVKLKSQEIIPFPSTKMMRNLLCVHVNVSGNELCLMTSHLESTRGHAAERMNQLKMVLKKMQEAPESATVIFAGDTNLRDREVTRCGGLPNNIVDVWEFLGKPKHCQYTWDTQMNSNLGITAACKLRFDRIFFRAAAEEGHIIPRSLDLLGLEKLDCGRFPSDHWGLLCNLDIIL
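Incubation: 2 h at 37 °C; Test system: recombinant human TDP2; Quantity: enzyme 120 nM; Read-out basis: percent inhibition; Medium: 50 mM Tris-HCl pH 7.5 with Mg2+, KCl, DTT, BSA; Repeats: single replicate; Compound: 12.8 µM single point, 1% DMSO; Signal: epi absorbance; Reagent: 5 mM T5PNP chromogenic substrate; Benchmarks: no-enzyme high, DMSO-plus-enzyme low.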
DDE Tn7 FP inh – inhibitors of Tn7 peptide binding to fibrin DD(E), primary screen, biochemical, fluorescence polarization, human fibrin, Tn7 probe. FP displacement of FITC-Tn7 peptide from fibrin DD(E); 0% = median of compound wells per plate. inhibition, % at 8.3 µM. Fibrinogen beta chain (Homo sapiens), P02675. 370,000 compounds, 0.13% hits;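 active = inhibition above the mean of compounds falling within the control limits plus 3 SD of them, cut at about 14% in these data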;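 also: 0% = plate median of compound wells and 100% = 10 µM Aha-Tn7 peptide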
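Test system – human fibrin DD(E) · Times – 10 min preincubation, 3 h with tracer, room temperature · Detection – fluorescence polarization of the labelled Tn7 tracer · Measure – percent inhibition normalized to high-control wells · Benchmarks – high control wells with 10 µM unlabelled Aha-Tn7 peptide (full inhibition) · Repeats – singlicate testing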
ADAM17 inh – ADAM17 inhibitors, primary screen, biochemical, QFRET; Disintegrin and metalloproteinase domain-containing protein 17 (Homo sapiens), P78536; recombinant ADAM17, EDANS/DABCYL FRET peptide cleavage; inhibition, % at 6.95 µM; 370,000 compounds, 0.83% hits; AID 720648, 2013;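 active = inhibition above the mean of compounds lying between control limits plus 3 SD, set per campaign, cut at about 8.5% in these data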;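 also: 0% = DMSO-only wells as the low control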
ARFGAP1 inh – inhibitors of rat ARFGAP1 GAP activity, primary screen, biochemical, fluorescence polarization, GDP tracer; Arfgap1-stimulated ARF1 GTP hydrolysis, GDP FP detection; 360,000 compounds, 0.26% hits; AID 651572, 2012; ADP-ribosylation factor GTPase-activating protein 1 (Rattus norvegicus), Q62848; inhibition, % at 16.5 µM;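 active = inhibition above a per-plate limit, mean inhibition of low control wells plus 3 SD, cut at about 25% in these data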;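 also: 0% = DMSO wells with enzyme and 100% = wells lacking Arfgap1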
Target sequence (Q62848 1-136 limits assumed): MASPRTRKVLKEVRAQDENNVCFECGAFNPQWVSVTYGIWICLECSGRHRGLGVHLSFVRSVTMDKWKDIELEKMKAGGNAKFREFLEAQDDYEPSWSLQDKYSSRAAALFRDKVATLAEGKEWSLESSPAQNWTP
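Material: truncated rat Arfgap1 GAP domain; Incubation: compound-enzyme preincubation 20 min, reaction 120 min, detection 60 min, 25 °C; Read-out: percent inhibition of Arfgap1-stimulated GTP hydrolysis; Technique: FP, GDP Alexa 633 tracer displaced from anti-GDP antibody, 620/688 nm; Controls: No-Arfgap1 wells (100%) versus DMSO full-reaction wells (0%); Replication: single well per compound.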
* hit, by the source's call.

SMILES	SIAE primary	DDE Tn6 FP inh	ASAP1 inh	PLCg1 inh	ADAM10 inh	PLC-beta3 inh	TDP2 inh	DDE Tn7 FP inh	ADAM17 inh	ARFGAP1 inh
Cc1cccc(NC(=S)NCCSc2ccc(Cl)cc2)c1	2	-3	4	1	8	-8	-3	-2	-1	-2
COc1ccc(CNC(=O)CCn2nc(C)c3c(C)n(-c4ccccc4)nc3c2=O)c(OC)c1	-1	0	-4	-3	-9	-5	15	4	-1	-9
C=CCNC(=S)NNc1ncnc2sc3c(c12)CC(C)(C)OC3	9	-2	4	4	7	5	-1	7	8	-7
COc1ccc(NC(=O)c2c(N)no[n+]2[O-])cc1	2	8	-1	1	2	-20	-8	-10	-1	-2
NC(=O)c1ccsc1NC(=O)C1CCCCC1	-1	2	-17	-1	2	1	-2	-9	-1	-3
CCOc1ccc(-c2nc3c(s2)CCc2onc(-c4ccc(OC)cc4)c2-3)cc1	-3	-3	6	1	5	1	8	-3	-5	2
CC(C)c1c(C(=O)N/N=C/c2ccc(C(F)(F)F)cc2)nnn1-c1nonc1N	-5	-1	5	6	18	-1	-4	-7	9.8*	12
C[C@@H]1C=C(C(=O)N2CCN(Cc3ccccc3)CC2)O[C@H](OCc2ccc(CO)cc2)C1	1	5	15	4	-3	1	-4	0	-3	-3
CCc1c(Nc2ccccc2Cl)nc(N)[nH]c1=O	2	-1	3	0	-8	2	4	7	-3	-2
O=S(=O)(NCCc1nnc2ccc(SCc3cccnc3)nn12)c1ccccc1	-1	-8	-3	-2	-5	3	8	-3	0	-4
Cc1cccc(OCCCC(=O)Nc2ccc(S(=O)(=O)Nc3ncccn3)cc2)c1C	0	-4	-2	7	7	-1	-3	-1	0	0
Cc1cccc(OCC(=O)O/N=C(\N)c2ccccn2)c1C	31*	0	5	1	11	0	2	5	0	-5
Cc1cc(Cl)ccc1OCCCC(=O)N1CCN(S(=O)(=O)c2ccccc2)CC1	-12	-4	19	7	13	2	-29	-12	9.9*	2
CC(/C=N/NC(=O)c1ccc(Cn2cc([N+](=O)[O-])cn2)o1)=C\c1ccccc1	-3	-2	-15	0	-8	-10	1	2	-4	-4
C[C@H](CO)N1C[C@H](C)[C@@H](CN(C)S(=O)(=O)c2ccccc2)Oc2c(NC(=O)Cc3ccccc3)cccc2C1=O	-3	-3	-6	2	-7	5	-6	0	1	3
Cc1nn(C)c(N)c1[N+](=O)[O-]	-3	5	-15	2	0	-8	4	-5	-2	-4
CC1(c2ccccc2)NC(=O)N(CC(=O)NCc2ccc3c(c2)OCO3)C1=O (configuration not stated)	0	6	2	-2	-7	-7	0	5	-1	7
CCOC(=O)c1sc(NC(=O)Nc2ccc(Cl)cc2)cc1C	-18	-22	-7	-8	5	-4	-9	-2	6	17
COc1cc(N)c(Cl)cc1C(=O)OCC(=O)N1c2ccccc2NC(=O)C1(C)C	-4	1	5	-1	-1	0	1	-10	-1	6
CCc1nc(SCC(=O)NCC2CCCO2)c2oc3ccccc3c2n1 (configuration not stated)	4	12	-12	2	-2	2	4	2	-1	12
Cc1ccc(C(C)C)c(OCC(=O)NNC(=O)C(C(C)C)N2C(=O)c3ccccc3C2=O)c1 (configuration not stated)	-1	-2	1	6	12	0	-4	-5	4	1
O=C(CNCc1cccnc1)Nc1cc(C(F)(F)F)ccc1N1CCOCC1	8	1	2	2	-5	-5	20	6	-2	-17
Cc1noc(NS(=O)(=O)c2ccc(NC(=O)COc3ccc(Cl)cc3Cl)cc2)c1C	1	-1	3	-1	7	-2	13	-6	-5	6
C=CCOc1ccc(/C=C2/C(=O)ON=C2C)cc1OCC	4	1	-10	0	-10	-5	2	-8	-2	-1
O=C(Nc1cccc(S(=O)(=O)N2CCOCC2)c1)c1ccc2c(=O)n3c(nc2c1)CCCCC3	-9	-3	-7	-4	-1	-7	-21	7	-4	5
O=C(Nc1ccc(N2CCOCC2)cc1N1CCOCC1)c1ccc(Cl)cc1	1	2	-4	0	8	-9	-12	3	-2	7
COc1cc(-c2nc3n(c(=O)c2C#N)CCS3)cc(OC)c1OC	1	-9	14	-82	6	-95	-8	-6	0	1
O=c1cc(-c2ccccc2)nc(N2CCN(Cc3ccccc3)CC2)[nH]1	1	3	9	0	-5	-2	-7	2	-3	-2
CCC(=O)N1CCc2cc(S(=O)(=O)CCC(=O)N3CCCC(C)C3)ccc21 (configuration not stated)	2	10	-14	-1	-1	-8	-4	10	-2	-16
CS(=O)(=O)N(CCc1ccccc1)CC(=O)N1CCCCC1	2	-3	-6	0	-6	-1	2	2	-4	11
Cc1nn(Cc2ccc(F)cc2)c(C)c1NC(=O)c1cc2ncc(Br)cn2n1	7	3	2	-1	1	-12	-5	-2	0	-2
Cn1c(-c2cccc([N+](=O)[O-])c2)cnc1NCc1cccc(F)c1	7	-1	0	4	1	0	-5	3	0	-4
Cc1c(C)c2ccc(OCC(=O)Nc3nccs3)cc2oc1=O	-4	0	0	-12	-98	-27	4	2	-31	-6
COc1ccc2oc(=O)c(C(=O)NCc3ccc4c(c3)OCO4)cc2c1	-8	1	-19	-17	-12	-19	0	-1	-8	3
C=CCNC(=O)c1ccc(CN2CCC(Cc3ccccc3)CC2)cc1	6	0	-2	-1	0	-5	-12	-5	2	-4
CC(C)(C)C(c1nc2ccccc2[nH]1)n1c(Cc2csc3ccccc23)nc2ccccc21 (configuration not stated)	-96	1	1	-4	3	-2	6	2	2	1
COCC(=O)N1CCC(n2nnc3cc(C(F)(F)F)ccc32)CC1	3	6	5	2	-3	0	-3	-3	0	-7
Cc1c(NC(=O)COC(=O)c2ccc(S(=O)(=O)N3CCOCC3)cc2)c(=O)n(-c2ccccc2)n1C	4	7	1	2	-4	-5	15	1	-6	-1
O=C(c1ccco1)N1CCN(c2ncccn2)CC1	3	1	-9	-1	-16	0	4	-3	-6	-3
CCCCc1cc(=O)oc2c(C)c(OCC(=O)N3CCC(C(N)=O)CC3)ccc12	-9	-5	-17	-3	-99	1	0	-4	-20	1

Record cards, as listed above. Values in the order: SIAE primary	DDE Tn6 FP inh	ASAP1 inh	PLCg1 inh	ADAM10 inh	PLC-beta3 inh	TDP2 inh	DDE Tn7 FP inh	ADAM17 inh	ARFGAP1 inh
`O=C(Nc1ccc(N2CCOCC2)cc1N1CCOCC1)c1ccc(Cl)cc1` is listed as 1	2	-4	0	8	-9	-12	3	-2	7
`C=CCOc1ccc(/C=C2/C(=O)ON=C2C)cc1OCC` is listed as 4	1	-10	0	-10	-5	2	-8	-2	-1

Other structures.
SMILES	SIAE primary	DDE Tn6 FP inh	ASAP1 inh	PLCg1 inh	ADAM10 inh	PLC-beta3 inh	TDP2 inh	DDE Tn7 FP inh	ADAM17 inh	ARFGAP1 inh
CCc1nnc(NC(=O)CCC(=O)NCC2CCCO2)s1 (configuration not stated)	2	4	3	7	8	5	-10	-3	1	-7
COCCn1cnc2c1c(=O)n(CC(=O)NC1CCCCC1)c(=O)n2Cc1ccccc1	4	-7	15	0	8	3	8	0	0	2
Cc1ccc(S(=O)(=O)/N=C(/c2ccccc2)N(C)c2ccc(O)cc2)cc1	4	1	-2	-3	-4	-3	8	1	-5	-2
CC(Oc1ccccc1)C(=O)OCC(=O)N1CC(=O)Nc2ccccc21 (configuration not stated)	6	-1	-2	3	-3	0	2	2	-4	4
Cc1cc2c(nc1C)CCCN2Cc1ccccc1C(F)(F)F	-5	-3	-11	-119	-252	-157	1	-5	-70	-3
C1=C(c2sc3ccccc3c2-c2ccc(OCCN3CCOCC3)cc2)CCCC1	5	-4	3	0	0	-2	0	-3	0	2
CSc1nncc(/C(C)=N\Nc2ccccc2)n1	0	1	-10	-2	-4	-3	-8	1	1	5
CC1(C(=O)NCc2cccnc2)CCC(=O)N1Cc1cccs1 (configuration not stated)	-3	-2	-3	5	-4	-1	5	4	-3	-6
COc1ccc(/C=C2\SC(=S)N(CCC(=O)Nc3cccc(O)c3)C2=O)cc1OC	-13	-4	10	1	5	-5	1	4	-1	15
CCc1nnc(NC(=O)CSc2nnc(CNC(=O)c3ccccc3)o2)s1	-2	3	3	0	-8	1	-4	-5	-2	0
COc1ccc(B(O)O)c(CN2CCN(C(=O)OC(C)(C)C)CC2)c1	2	-5	10	1	-18	-1	7	0	-3	-4
Cc1ccc(-c2nc3ncccc3n2O)cc1	9	-9	-8	-13	-1	-23	-8	-10	-3	-3
COc1cccc2[nH]c(C(=O)NCC3CCCO3)cc12 (configuration not stated)	3	2	-12	-102	-128	-151	15	3	-44	6
Cc1cccc(/C=C2\CCC(C3CCCC3)C2=O)c1 (configuration not stated)	-4	5	-7	0	0	1	1	1	-4	-2
N#CCCC(C#N)(c1cccnc1)N1CCOCC1 (configuration not stated)	12	-9	14	-1	-14	-3	10	1	-6	-2
O=C(Cn1c(SCc2ccccc2)nc2ccccc21)N1CCOCC1	0	-8	5	1	1	3	4	-5	-3	0
CCOC(=O)c1ccc(N/C(=N\S(=O)(=O)c2ccccc2C)c2ccccc2)cc1	-16	-11	-1	10*	21*	2	-4	6	4	-3
O=C(NCC1CC1)c1ccccc1Cl	1	2	-18	2	-4	-7	6	2	-1	8
CC1(C(=O)NCc2cccc3ccccc23)CCN1Cc1ccc(OC(F)(F)F)cc1 (configuration not stated)	5	1	-9	-4	11	0	4	-1	4	-3
CCOC(=O)N1CCN(c2c(N3CCc4ccccc4C3)c(=O)c2=O)CC1	5	1	-5	2	-8	2	1	-2	-2	-4
Cc1ccc(CNc2nc3c([nH]2)c(=O)n(C)c(=O)n3C)cc1	7	-10	2	0	-3	0	8	3	-8	14
CC(C)[C@H](NC(=O)c1ccc(Cl)cc1)C(=O)OCC(=O)N1CCN(c2ccccc2)CC1	-4	-4	-13	-1	5	3	-6	-2	1	-6
